HCV inhibitor = qHTS Assay for Inhibitors of Hepatitis C Virus (HCV). Huh7.5.1 HCVcc-Cre infection, luciferase reporter, 44 h. Potency, µM (top dose mostly 41.8 µM), for inactives: top-dose activity change, negative = inhibition, actives largely listed as inhibitors. AID 651820, 2012. actives 3.4% (n = 340,000); further: potency means the concentration at half of the fitted maximal effect
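A cell-based infection assay in which seeded cells (1,000 per well) receive test compound after 4 h, are inoculated with HCVcc-Cre at approximately 0.5 moi, and are incubated 44 h before luminescence detection.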
AMA1-RON2 inh = qHTS for Inhibitors of AMA1-RON; Towards Development of Antimalarial Drug Lead: Primary Screen | AlphaScreen AMA1-biotinylated RON2 peptide binding | Potency, µM (titrated, usually from 58.2 µM), for inactives: at the top dose activity change, negative = inhibition, hits mostly inhibitors | actives 0.2% (n = 360,000) | AID 720542, 2013;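 further: potency means the concentration at half of the fitted maximal effect; 0% = vehicle wells and -100% = peptide control; nearly all actives have a fitted effect of over 45% in size; some results filed as inactive show a strong effect at the top dose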
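AMA1 (3D7) with his tag at 25 nM final met compounds first, then biotinylated RON2 peptide at 25 nM; detection used donor plus acceptor beads, 10 µg/mL apiece, read by AlphaScreen after 30 min at room temperature.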
AmpC detergent = qHTS Inhibitors of AmpC Beta-Lactamase (assay with detergent). AmpC hydrolysis of nitrocefin, absorbance 480 nm, 0.01% Triton. Potency, µM (highest dose often 114 µM), for the others: top-dose activity change, negative = inhibition, usual class: inhibitors. actives 0.041% (n = 370,000);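 further: potency means the concentration at half of the fitted maximal effect; 0% = no-compound wells and -100% = no-enzyme wells; nearly all actives have a fitted effect of over 25% in size; some results filed as inactive show a strong effect at the top dose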
Target sequence (P00811 whole entry, looked up): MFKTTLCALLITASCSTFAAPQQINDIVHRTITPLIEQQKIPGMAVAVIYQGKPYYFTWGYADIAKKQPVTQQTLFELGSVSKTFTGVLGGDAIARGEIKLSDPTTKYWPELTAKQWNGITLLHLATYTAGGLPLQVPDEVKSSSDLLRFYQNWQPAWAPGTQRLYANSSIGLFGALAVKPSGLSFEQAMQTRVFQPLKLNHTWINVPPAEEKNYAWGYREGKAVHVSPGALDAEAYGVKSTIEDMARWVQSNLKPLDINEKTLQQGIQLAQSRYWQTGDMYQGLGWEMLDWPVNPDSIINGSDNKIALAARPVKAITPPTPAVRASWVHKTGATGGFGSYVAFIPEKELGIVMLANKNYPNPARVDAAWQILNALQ
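AmpC (5.3 nM in the dispensed reagent) in 20 mM phosphate pH 7.0 with 0.01% (detergent screen) or 0.0001% Triton X-100 was preincubated with compounds for 15 min at room temperature. Nitrocefin was then added from an 800 uM solution, and hydrolysis was followed at 480 nm.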
FBPA Giardia inh = qHTS Assay for Inhibitors of Fructose-1,6-bisphosphate Aldolase from Giardia Lamblia. A8B2U2. purified Giardia FBPA. Potency, µM (titrated, usually from 59.6 µM), for the others: at the highest dose activity, negative = inhibition, most hits filed as inhibitors. actives 0.71% (n = 290,000). AID 2451, 2010; further: potency means the concentration at half of the fitted maximal effect; nearly all actives have a fitted effect of over 55% in size
Target sequence (A8B2U2 whole entry, looked up): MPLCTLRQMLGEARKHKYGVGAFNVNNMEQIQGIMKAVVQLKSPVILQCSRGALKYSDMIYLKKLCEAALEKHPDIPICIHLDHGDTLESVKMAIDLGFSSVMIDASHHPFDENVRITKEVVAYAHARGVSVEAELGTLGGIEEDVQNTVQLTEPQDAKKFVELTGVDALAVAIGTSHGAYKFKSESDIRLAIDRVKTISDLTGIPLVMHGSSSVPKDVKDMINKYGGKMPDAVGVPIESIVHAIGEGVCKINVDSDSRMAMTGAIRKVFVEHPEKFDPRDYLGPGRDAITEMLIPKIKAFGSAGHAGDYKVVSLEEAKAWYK
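Giardia FBPA (40 nM reagent) was preincubated 10 min at RT with compound (up to 57.5 uM final), then substrate plus GAPDH/TPI/NAD/arsenate coupling system with diaphorase/resazurin was added; resorufin fluorescence (525/598 nm) was read after 20 min.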
HCMV antiviral = qHTS Assay for inhibitors of the human cytomegalovirus (HCMV); HFF cells, HCMV-luciferase reporter, 72 h; stronger effect = lower value; activity change, negative = inhibition, % at 57.5 µM; AID 1259415, 2018; actives 4.5% (n = 410,000); in the data active means activity change below about -60%; inconclusive means no clear call, values can overlap the other calls; inactive means above about -39%
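Cell-based, HFFs, 1000 cells/well, 16 h 37C; cpds in DMSO + HCMV-luc, MOI 1 PFU/cell; 72 h 37C; OneGlo luminescence after 5 min RT; norm. to buffer vs Salinomycin 10uM.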
Sm TGR inh = qHTS Assay for the Inhibitors of Schistosoma Mansoni Peroxiredoxins. Potency, µM (top dose mostly 114 µM), inactives show at the top dose activity change, negative = inhibition, hits mostly inhibitors. actives 3% (n = 360,000). purified TGR, DTNB reduction, TNB absorbance 405 nm; further: potency means the concentration at half of the fitted maximal effect; nearly all actives have a fitted effect of over 60% in size
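TGR 20 nM + NADPH 100 uM (dispensed conc.), cpd preinc 15 min RT; start with NADPH (500 uM addition) then DTNB (15 mM addition). Kinetic TNB absorbance, 405 nm filter. Four-parameter Hill fit across titration.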
* hit, by the source's call; u = inconclusive; x = not tested or not shown; & = joins results of further samples; [ ] = dose if it differs, or a comment. Unless noted, the call rests on the fitted dose curve; in most records, active means well fitted curve in the direction sought with a large enough effect; inconclusive means small, poorly fitted or top-dose-only effect, or another doubt; inactive means no such curve, though single readings can be large; an effect the other way counts as inactive or inconclusive. Unless noted, on the % scale 0 is the no-effect control and ±100 the full control effect.

SMILES	HCV inhibitor	AMA1-RON2 inh	AmpC detergent	FBPA Giardia inh	HCMV antiviral	Sm TGR inh
CCN(CC)C(=O)CC(c1ccc(OC)cc1)c1c(O)cc(OC)cc1OC (stereo not given)	4%[8.37 µM]	-1%	-3%	-12%&-12%	-3	-8%
Cc1ccc(C)c(NC(=O)CCc2nnc3ccc(N4CCCC4)nn23)c1	1%	-4%	-6%	x	-19	7%
Cc1cc(NC(=O)C(C)SCC(=O)Nc2ccc(Br)cc2Br)no1 (stereo not given)	u	-6%	u	x	-4	-13%
COCCNC(=O)c1ccc(-c2nc(CN3CCc4ccccc43)c(C)o2)cc1	x	x	14%	x	-6	5%
O=S(=O)(NC1CCCCC1Nc1ccc(Cl)cc1)c1ccccc1 (stereo not given)	u	-10%	-7%	-4%	-31	-10%
CCN(CC)C(=O)c1sc2c(c1C)c(=O)n(Cc1ccccc1)c(=O)n2CC(=O)Nc1ccc(OC)cc1	x	x	10%	x	0	10%
Cc1ccc(-c2nnn(CC(=O)N(c3ccccc3F)C(C(=O)NC3CCCC3)c3ccncc3)n2)o1 (stereo not given)	4%	2%	u	-4%	-29	-7%
Cc1cc(C)c2oc(-c3ccc(NC(=O)COc4ccccc4C)cc3)nc2c1	x	x	13%	x	-24	9%
Cc1cc(NC(=O)CSc2nc3c(cc2C#N)CCCC3)no1	-15%	14%	-7%	1%	61	1%
Cc1ccc(-c2nc3ccccc3o2)cc1NC(=S)NC(=O)/C=C/c1ccco1	3%	2%	u	-1%	11	u
COc1ccccc1OCc1ccc(C(=O)c2ccccc2)cc1	-1%	37%[activator]	-19%	3%	55	0%
COc1ccc(C(CNC(=O)COc2cc(C)ccc2Cl)N2CCCCC2)cc1 (stereo not given)	u	7%	-8%	x	-10	3%
CN(CC(=O)N1CCN(c2cccc(Cl)c2)CC1)S(=O)(=O)c1cccs1	-5%	2%	-10%	1%	28	-7%
CCCCCNC(=O)C1CCC(Cn2c(=O)c3sccc3n(CC)c2=O)CC1 (stereo not given)	x	x	3%	x	7	0%
Fc1ccc(NC(=S)N2CCc3ccccc3C2)c(F)c1	-12%	-26%	-3%	-3%	-19	4%
Clc1cccc(CN2CCCCCCC2)c1Cl	13%	-5%	3%	u	-29	-2%
Cc1ccc(C)c(OC2=NS(=O)(=O)c3ccccc32)c1	-8%	-6%	-5%	3%	20	-16%
CCOC(=O)[C@@H](C)NS(=O)(=O)N(Cc1ccccc1)[C@H](C(=O)OC)C(C)C	5%	-3%	-3%	x	-19	-2%
O=C(C1CC(=O)N(C2CCCC2)C1)N1CCN(c2ccc(F)cc2)CC1 (stereo not given)	13%	2%	x	x	15	x
O=C(O)CCc1nnc2n(Cc3ccc(F)cc3)c(=O)c3ccccc3n12	9%	0%	-14%	7%	-3	4%
Cc1oc2c(c1C(=O)NC(Cc1c[nH]c3ccccc13)C(=O)O)CCCC2 (stereo not given)	10%	-7%	u	-3%	29	0%
CCN1CCN(c2cc(N3CCCC3)c([N+](=O)[O-])cc2F)CC1	u	-23%	u	-2%	-24	0%
COc1cccc(/C=C/C(=O)c2ccc3c(c2)OCCO3)c1OC	-11%	-10%	u	16%	-96*	7%
Cc1cccc(C(=O)N[C@H](C(=O)Nc2ccc(S(=O)(=O)NC3=NCCCCC3)cc2)C(C)C)c1	9%	1%	-4%	-8%	-33	1%
COc1cc(CNCc2ccccn2)ccc1OCc1ccc(Cl)cc1Cl	u	18%	4%	10%	-2	11%
Cc1cc2occ(CC(=O)NNC(=O)c3ccccc3F)c2cc1C	2%	88%[activator]	-6%	x	-2	-7%
CCOC(=O)C1=C(CS(=O)(=O)c2ccc(C)cc2)NC(=O)NC1c1ccc(C(C)C)cc1 (stereo not given)	x	x	14%	x	-39	4%
COC(=O)c1ccc(Nc2nc(-c3ccc(C)cc3)nc3ccccc23)cc1	x	x	19%	x	-21	17%
COc1cccc(-n2c(Cc3cc(=O)[nH]c(=O)[nH]3)nnc2SCC(=O)N2CCC(C)CC2)c1	2%	12%	u	1%	12	-21%
O=C(c1ccccc1)C1CCN(C(=O)c2ccco2)CC1	8%	18%	-11%	x	6	-15%

Taken from above:
`COC(=O)c1ccc(Nc2nc(-c3ccc(C)cc3)nc3ccccc23)cc1` – HCMV antiviral: -21
`CCOC(=O)C1=C(CS(=O)(=O)c2ccc(C)cc2)NC(=O)NC1c1ccc(C(C)C)cc1` (stereo not given) – Sm TGR inh: 4%
`O=C(c1ccccc1)C1CCN(C(=O)c2ccco2)CC1` – AMA1-RON2 inh: 18%
`CCN1CCN(c2cc(N3CCCC3)c([N+](=O)[O-])cc2F)CC1` – HCMV antiviral: -24

Continued.
SMILES	HCV inhibitor	AMA1-RON2 inh	AmpC detergent	FBPA Giardia inh	HCMV antiviral	Sm TGR inh
Cc1ccccc1CNc1ncnc2cc(Cl)ccc12	-60%	0%	-15%	15%	u	u
COc1ccc(NS(=O)(=O)c2ccc3c(c2)[C@H]2C=CC[C@H]2[C@@H](c2ccc(C(=O)O)cc2)N3)cc1	-1%	u	u	1%	2&-3	u
O=C(Nc1ncc2c(n1)-c1ccccc1OC2)c1ccc(Cl)cc1	2%	3%	-6%	-4%	16	-18%
c1csc(CN2CCOCC2)c1	17%	3%	3%	-21%	-6	0%
O=C1CN(C(=O)CN2C(=O)NC(c3ccccc3)(c3ccccc3)C2=O)c2ccccc2N1	10%	0%	x	x	-9	x
O=C(CCn1nc(-c2ccc(Cl)cc2)ccc1=O)N1CCC2(CC1)OCCO2	-10%	6%	-8%	6%	-4	-4%
O=C1C=C(O)CC(c2ccc(Cl)cc2)C1 (stereo not given)	5%	-7%	3%	7%	-17	2%
CSc1ccc(CNC(=O)c2c(C)noc2C)s1	8%	-2%	-2%	6%	23	0%
CCN(CC(=O)Nc1ccc(NC(C)=O)cc1)C(=O)CCCN1C(=O)c2ccccc2C1=O	3%	3%	-17%	x	-9	-2%
Cc1c(C(=O)O)cc(-c2ccccc2)n1Cc1ccccc1	-9%	-7%	1%	-3%	48	-10%
Cc1cccnc1NC(=O)Nc1cccc2ccccc12	-12%	0%	3%	-17%	-23	3%
COc1ccc(CNC(=O)COCc2cc(-c3cccs3)on2)cc1OC	x	x	23%	x	-28	8%
Cc1ccc(CNC(=O)c2ccc3c(c2)N(Cc2ccccc2F)C(=O)c2ccccc2S3(=O)=O)cc1	x	x	-7%	x	3	-1%
COC(=O)c1ccccc1S(=O)(=O)N1CCC(C(=O)N(C)CCOc2ccccc2)CC1	u	-16%	1%	x	20	1%
Oc1ccc(Br)cc1-c1ccn[nH]1	u	58%[activator]	-10%	-25%	u	-5%
C#CCOCCOCCOCCNc1nc(N2CCN(C(=O)C([C@@H](C)O)n3cc([C@@H](N)CCCCN)nn3)CC2)nc(N2CCN(C(=O)[C@H](CCC(=O)O)n3cc([C@@H](N)[C@H](C)CC)nn3)CC2)n1 (stereo not given in full)	-3%	2%	x	x	8	x
CN1/C(=C/C=N/NC(=O)c2ccc([N+](=O)[O-])cc2)C(C)(C)c2ccccc21	0%	33%[activator]	-10%	-7%	-22	-6%
S=C(NC1CCCC1)NC1CC1	19%	-11%	u	-1%	u	1%
CC(C)(C)C(=O)NC1(C(F)(F)F)N=C2SCCN2C1=O (stereo not given)	-2%	55%[activator]	3%	0%	0	1%
N=c1oc2ccccc2cc1C(=O)Nc1ccccc1	7%	15%	4%	10%	89	4%
O=C(NCCNS(=O)(=O)c1ccccc1)c1cc(OCC(F)(F)F)ccc1OCC(F)(F)F	-12%	11%	-7%	6%	-23	3%
COc1ccc(NC(=O)CCCC(=O)c2ccccc2)cc1OC	14%	0%	-7%	-8%	4	-14%
COc1ccc(NC(=O)c2ccc(Oc3ncccn3)cc2)cc1	-1%	-6%	u	0%	53	10%
CCc1nn2c(=O)c(S(=O)(=O)Nc3ccc(Cl)cc3)c(C)nc2s1	12%	-7%	u	17%	53&-32	2%&-19%
O=C(NCCc1cccc(Cl)c1)c1ccc2c(c1)OCO2	-6%	5%	1%	-5%	79	3%
Cc1cc2nc(-c3ccc(NC(=O)c4ccccc4F)cc3)oc2cc1C	x	x	2%	x	25	-10%
CCCC[C@]12Cc3cc(OC)c(OC)cc3C(O1)c1c(cc(-c3ccccc3)oc1=O)O2	x	x	-7%[22.9 µM]	13%[12.9 µM]	x	-33%[22.9 µM]
COc1cc(CNCc2ccccc2C(F)(F)F)cc(OC)c1	9%	u	u	u	-17	-22%
CC1CN(C(=O)c2ccc(C(=O)c3ccccc3)cc2)CC(C)O1 (stereo not given)	-7%	-3%	-16%	6%	20	2%
CSCCC(NC(=O)c1cccc(S(=O)(=O)N2CCOCC2)c1)C(=O)Nc1cccc(C)c1 (stereo not given)	8%	1%	1%	6%	-33	1%

Complete entries, looked up by structure. Values in the order: HCV inhibitor, AMA1-RON2 inh, AmpC detergent, FBPA Giardia inh, HCMV antiviral, Sm TGR inh
Results for Cc1cc2nc(-c3ccc(NC(=O)c4ccccc4F)cc3)oc2cc1C = x, x, 2%, x, 25, -10%
Results for CSCCC(NC(=O)c1cccc(S(=O)(=O)N2CCOCC2)c1)C(=O)Nc1cccc(C)c1 (stereo not given) = 8%, 1%, 1%, 6%, -33, 1%

Additional entries follow:
SMILES	HCV inhibitor	AMA1-RON2 inh	AmpC detergent	FBPA Giardia inh	HCMV antiviral	Sm TGR inh
NC(=O)c1nsc(C(=O)N(c2cccc(F)c2)C(C(=O)NCC2CCCO2)c2ccc3ncccc3c2)c1N (stereo not given)	-9%	-21%	2%	-3%	-32	2%
COc1ccccc1N1CCN(c2nc3ccc(C)cc3n3nnnc23)CC1	x	x	8%	x	-32	4%
O=C(CNC(=S)NC(=O)c1ccc(Cl)cc1)c1ccccc1	13%	6%	0%	2%	-8	5%
Cc1cccc(NC(=O)CC2C(=O)OCCN2Cc2ccccc2)c1 (stereo not given)	x	x	0%	x	-4	-23%
COc1ccc(OC)c(CCNC(=O)c2c3c(nc4ccccc24)C(=O)N(C2CCCCC2)C3)c1	x	x	-3%	x	40	-1%
Cn1c(CCNC(=O)c2ccco2)nc2cc(NC(=O)c3ccco3)ccc21	19%	7%	-6%	0%	93	u
Cc1ccc(Cl)cc1N1CCN(CC(O)COC(C)C)CC1 (stereo not given)	-16%	-14%	2%	-4%	-29	-13%
CCN(CC)S(=O)(=O)c1cc(C(=O)Nc2nncs2)c(Cl)cc1Cl	10µM*	5%	-3%	29%	-5	5%
Cc1ccc(C(=O)N2CCc3cc(CNC(=O)COc4ccccc4)ccc32)cc1	x	x	-2%	x	33	u
CSC(=NC#N)N1CCN(c2ccccc2)CC1	19%	-7%	-3%	12%	u	0%
COc1ccccc1N1CCN(C2CCN(C(=O)COc3cccc(C)c3)CC2)CC1	-9%	2%[11.6 µM]	-2%	-17%	-16	-2%

High-throughput results deposited in PubChem by National Center for Advancing Translational Sciences (NCATS).
